Bioassay records: PubChem BioAssay, several laboratories
HTR5A ag ctr = HTR5A agonists in luminescence cell assay, primary screen, counter-screen for OPRM1-OPRD1 heterodimer agonist project, full-deck HTS; activation, % at 9.3 µM; cell-based; 5-hydroxytryptamine receptor 5A (Homo sapiens), P47898; 340,000 tested, 0.61% active; AID 504692, 2011; in the data active = activation mostly above about 9.5%, no sharp cut-off; inactive = mostly below about 7.6%;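 also: 0% = cells with vehicle only and 100% = reference agonist; strong numbers were not always called active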
Target sequence (P47898 whole entry, looked up): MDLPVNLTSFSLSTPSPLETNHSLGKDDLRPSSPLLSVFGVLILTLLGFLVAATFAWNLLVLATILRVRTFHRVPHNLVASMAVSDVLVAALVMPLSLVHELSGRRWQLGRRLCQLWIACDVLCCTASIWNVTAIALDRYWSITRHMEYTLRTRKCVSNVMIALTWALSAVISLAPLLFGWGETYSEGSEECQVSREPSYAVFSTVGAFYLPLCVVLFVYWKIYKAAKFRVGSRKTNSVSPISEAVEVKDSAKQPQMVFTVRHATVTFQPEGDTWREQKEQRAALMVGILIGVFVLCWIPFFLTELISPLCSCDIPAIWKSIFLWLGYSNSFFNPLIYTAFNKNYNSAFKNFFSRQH
NSD2 HMT inh = NSD2 histone methyltransferase inhibitors, primary screen, biochemical, AlphaScreen, single concentration, set 2. NSD2 peptide methylation, 120 min. 310,000 tested, 0.54% active. AID 743445, 2014. inhibition, % at 12.5 µM; in the data active = inhibition above about 50%
V-ATPase pH = regulators of yeast V-ATPase proton pumping, primary screen, pHLuorin cytosolic pH fluorescence. S. cerevisiae. response, % at 10 µM. 350,000 tested, 0.37% active. AID 504577, 2011; in the data active = response mostly above about 7.3%, no sharp cut-off; inactive = mostly below about 5.4%; also: actives read high; inactives centre near 0; some compounds called inactive have numbers as strong as hits; reference of the scale not given here
SR-BI HDL uptake = inhibitors of SR-BI mediated HDL lipid uptake, primary screen, ldlA[mSR-BI] cells, fluorescence, single point; 320,000 tested, 0.96% active; AID 488896, 2010; Scavenger receptor class B member 1 (Mus musculus), Q61009; inhibition, % at 12.5 µM; ldlA[mSR-BI] CHO cells, DiI-HDL uptake fluorescence, 3 h;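 active = mean replicate inhibition of at least 70% and a set share of replicates each scoring 70 or more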;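 also: 0% = median of neutral control wells and 100% = median of positive control wells; values of inactives mirror those of a sister screen read the other way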
Target sequence (Q61009 whole entry, looked up): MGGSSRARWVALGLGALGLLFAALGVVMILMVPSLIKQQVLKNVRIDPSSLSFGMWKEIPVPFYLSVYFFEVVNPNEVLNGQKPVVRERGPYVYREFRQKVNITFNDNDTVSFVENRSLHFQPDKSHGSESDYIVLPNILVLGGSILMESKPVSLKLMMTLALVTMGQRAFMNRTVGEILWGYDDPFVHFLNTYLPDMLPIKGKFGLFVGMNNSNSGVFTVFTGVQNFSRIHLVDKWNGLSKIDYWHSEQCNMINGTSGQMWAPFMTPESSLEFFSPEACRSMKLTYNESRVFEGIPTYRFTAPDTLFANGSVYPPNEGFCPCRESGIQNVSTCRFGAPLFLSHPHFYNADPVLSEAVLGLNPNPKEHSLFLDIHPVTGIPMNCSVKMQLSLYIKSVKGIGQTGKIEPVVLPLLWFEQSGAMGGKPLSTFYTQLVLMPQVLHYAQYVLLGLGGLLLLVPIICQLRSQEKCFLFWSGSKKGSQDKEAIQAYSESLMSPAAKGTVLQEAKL
HTR5A inv ag = HTR5A inverse agonists in luminescence cell assay, primary screen, counter-screen for OPRM1-OPRD1 heterodimer inverse agonist project, full-deck HTS | inhibition, % at 9.3 µM | 340,000 tested, 0.083% active | HTR5A cell line, inverse agonism; in the data active = inhibition mostly above about 23%, no sharp cut-off; inactive = mostly below about 18%;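 also: 0% = cells with DMSO and 100% = no-cell wells with DMSO; some compounds called inactive have numbers as strong as hits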
dFosB act = activators of delta FosB homodimer, primary screen, biochemical, fluorescence polarization, TAMRA-CDK5 oligo, single point | Protein FosB (Mus musculus), P13346 | 340,000 tested, 0.99% active | purified delta FosB; percent of positive-control signal above neutral wells | activation, % at 25 µM;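 active = mean activation above about 17%, with every replicate also reaching it, limit read from the data, passing the limit was not always enough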;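 also: fluorescence polarization rise as delta FosB binds a TAMRA Cdk5 AP-1 oligo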
PvdQ inh = P. aeruginosa PvdQ acylase inhibitors, primary screen, biochemical, fluorescence, plate reader and imaging, single point; PvdQ acylase [Pseudomonas aeruginosa LESB58]; purified PvdQ acylase; inhibition, % at 10 µM; 340,000 tested, 0.063% active; in the data active = inhibition above about 30%, passing the limit was not always enough;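 also: 0% = vehicle neutral wells and 100% = reference inhibitor wells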
CDK5 inh = inhibitors of human CDK5/p35 kinase, primary screen, biochemical, single concentration; Cyclin-dependent kinase 5 (Homo sapiens) + Cyclin-dependent kinase 5 activator 1 (Homo …; AID 488839, 2010; 330,000 tested, 0.01% active; inhibition, % at 10 µM; Recombinant CDK5/p35, ADP-Glo luminescence, 60 min;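 active = highest replicate inhibition of at least 50% and at least 75% of replicates reaching 50%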;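 also: plate controls were DMSO neutral control for no effect and GW8510 at 10 µM for full effect; many of its hits are not listed in these tables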
Wnt act = Wnt/beta-catenin pathway activators, primary screen, cell-based, plate reader, single point; Wnt/beta-catenin reporter cell assay, activator; AID 743398, 2014; activation, % at 9.35 µM; 300,000 tested, 1.2% active; in the data active = activation above about 30%, passing the limit was not always enough;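 also: 0% = neutral control wells and 100% = positive control wells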
MITF act = activators of MITF-driven TRPM1 promoter reporter, primary screen, cell-based, SK-MEL-5, luciferase, single point. SK-MEL-5 TRPM1-promoter luciferase, 24 h; % of positive control, neutral wells = 0. activation, % at 12.5 µM. 300,000 tested, 0.75% active. AID 588334, 2011;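 active = mean activation of at least 80% with every replicate also reaching 80%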;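 also: 0% = neutral control wells and 100% = parthenolide positive control wells; values of inactives mirror those of a sister screen read the other way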
The depositor's hits bear a star; nt = no result given; & = joins results of further samples.

SMILES	HTR5A ag ctr	NSD2 HMT inh	V-ATPase pH	SR-BI HDL uptake	HTR5A inv ag	dFosB act	PvdQ inh	CDK5 inh	Wnt act	MITF act
CN1CCCN(S(=O)(=O)c2ccc3c(c2)OCCO3)CC1	-1	4	2	-7	7	-6	-5	4.1	nt	nt
CC(=O)c1ccc(N=Nc2ccc(N(C)C)cc2)cc1	-4	0	4	13	12	-4	19	0.5	4	-3
COc1ccc(NC(=O)Cc2c(C)n(C(=O)c3ccc(Cl)cc3)c3ccc(OC)cc23)cc1	-5	-1	2	52	14	-7	-5	1.7	1	-1
COc1cc(/C=N/n2c(SC)nnc(C(C)(C)C)c2=O)ccc1O	0	-2	-3	-8	2	0	-12	-0.7	nt	-4
CCC(NC(=S)NCc1ccc(F)cc1)c1ccc(C)cc1 (centres undefined)	2	-2	6	-6	-7	-11	-11	-2.4	0	-12
CCC(C)(C)n1nnnc1CN1CCC(c2nc3ccc(C)cc3[nH]2)CC1	-1	-2	4	6	-26	-12	8	-2.5	nt	-20
CS(=O)(=O)c1nc(S(=O)(=O)c2ccc(Cl)cc2)c(N2CCC(O)CC2)s1	-1	12	2	8	-28	9	-4	-0.4	-2	-17
CC1=C(C(=O)OC(C)C)C(C)C(C(=O)OC(C)C)=C(C)N1	-6	2	0	-4	-18	-8	-10	-0.5	nt	5
CCCCOc1ccc(C(C)(O)CCN2CCOCC2)cc1 (centres undefined)	0	-7	-3	1	0	-3	5	0.2	-2	nt
Cc1cc(C(=O)NNC(=O)c2cccc(N(C)C)c2)c(C)o1	-3	2	2	-12	8	-4	-11	1.7	3	-6
C=CCN=C1NN=C(c2ccc3c(c2)OCCO3)CS1	-1	1	0	30	4	-5	-4	-4.4	0	-68
CCN(CC)CCCN1C=C2C(=O)C(C)(OC(=O)C3CCCC3)C(=O)C(c3ccccc3)=C2C=C1CCCC(=O)OC (centres undefined)	0	nt	0	3	0	-4	-2	0.7	9	-4
COCC(C)NC(=O)c1cccc([N+](=O)[O-])c1 (centres undefined)	2	-2	-2	-5	-5	4	-12	-1.0	-1	3
CCc1cc(Cl)c(OC)c(C(=O)NC[C@@H]2CCCN2CC)c1O	3&-1	nt	-4&2	-12&-8	-10&-27	-3&1	-12&-1	-0.1&0.5	-6&-1	11&7
O=S(=O)(NC1CCCCCC1)c1ccc(Br)s1	-1	-9	-3	-21	9	-10	-23	-2.3	3	1
Cc1ccc(C(=O)COC(=O)c2ccc3c(c2)C(=O)N(c2cccc4ncccc24)C3=O)cc1	-2	2	2	3	6	49*	2	1.4	-25	-41
CN1CC(=O)N(CC(=O)Nc2ccc(Cl)c(C(F)(F)F)c2)C1=O	2	3	1	-5	-9	3	-22	-5.0	-5	nt
CC(Nc1cc(N2CCN(S(C)(=O)=O)CC2)ccc1[N+](=O)[O-])c1ccccc1 (centres undefined)	3	13	1	29	-1	0	5	-2.5	nt	5
CCC(=O)N1N=C(c2ccc(NS(=O)(=O)c3ccc(C)cc3)cc2)CC1c1ccco1 (centres undefined)	5	18	2	3	8	-8	-15	0.8	-1	-11
Cc1nc(-c2ccc(Cl)cc2)sc1C(=O)NN	-2	-1	-2	25	-9	-5	-19	1.4	5	nt
CCC(=O)c1ccc2c(c1)N(CCCN(C)C)c1ccccc1S2	5	nt	-7	8	-19	3	-16	-0.4	-1	25
CCN(c1cccc2ccccc12)S(=O)(=O)c1cccs1	-4	-2	-3	16	10	-12	-12	2.8	0	-38
CCO[C@H]1OC(C(=O)N2CCN(Cc3ccccc3)CC2)=C[C@@H](c2ccccc2)[C@@H]1CCCO	6	nt	1	0	-15	-2	-10	-0.3	8	-5
S=C(Nc1ccccn1)NC1CCCCC1	nt	0	1	-1	nt	2	-9	1.1	-1	nt
O=C(CCSc1ccccn1)c1ccccc1	-3	-2	1	-16	8	3	8	-0.9	-1	-1

(continued)
SMILES	HTR5A ag ctr	NSD2 HMT inh	V-ATPase pH	SR-BI HDL uptake	HTR5A inv ag	dFosB act	PvdQ inh	CDK5 inh	Wnt act	MITF act
Cn1c(-c2ccccc2)cnc1SCC(=O)N1CCCc2ccccc21	2	9	-3	-18	-6	-6	-3	0.5	-2	-3
CC(C)CNS(=O)(=O)c1ccc(CCC(=O)NC2CCCCC2)cc1	-2	-2	1	-16	6	-6	4	-4.1	1	nt
O=C(NCCN1CCCC1)c1ccc(CS(=O)(=O)c2c(Cl)cccc2Cl)o1	-4	nt	-3	-1	12	-5	-25	-3.5	0	nt
Cc1ccc(C(C(=O)NC2CCCCC2)N(C(=O)c2csnn2)C2CC2)cc1 (centres undefined)	1	-4	-3	-14	5	-5	-17	-1.6	2	14
Cc1c(C(=O)Nc2ccccc2C(=O)N2CCCC2)cccc1[N+](=O)[O-]	5	-4	3	-9	-13	-12	0	-0.4	0	3
COc1cc(OC)cc(C(=O)Nc2ccccc2C(=O)N2CCCC2)c1	-1	10	-2	-26	2	-3	-10	3.0	nt	-2
COC(=O)c1ccc(CN(c2ccccn2)S(=O)(=O)c2ccccc2)cc1	-1	-6	1	-16	-3	-4	-1	-0.7	-1	nt
Nc1ncnc(NCc2ccc(F)cc2)c1[N+](=O)[O-]	-2	-2	-2	0	7	3	-2	0.8	-4	-5
CN(C(=O)COC(=O)C12CC3CC(CC(C3)C1)C2)c1c(N)n(Cc2ccccc2)c(=O)[nH]c1=O	0	-2	6	-12	-9	1	5	-0.5	2	-4
COCCn1c(SCC(=O)N2CCCC2)nnc1-c1ccoc1C	2	-4	2	-9	-40	1	-13	-1.8	1	-3
CSc1nnc2n(-c3ccc(C)cc3)c(=O)c3c4c(sc3n12)COC(C(C)C)C4 (centres undefined)	-1	nt	3	-15	2	-9	-10	0.5	-3	nt
O=C(CCl)N1CCCC1c1ccc2c(c1)OCCO2 (centres undefined)	-2	3	0	3	5	4	-17	0.1	-1	-88
Cc1ccc(NC(=O)CSc2ncnc3ccccc23)cc1S(=O)(=O)N1CCOCC1	0	-5	-1	32	-10	-24	-5	0.2	-7	-8
COc1ccc(C(=O)Nc2ncc3c(n2)CC(c2ccco2)CC3=O)cc1 (centres undefined)	-3	2	2	10	-4	-2	-11	-0.1	nt	-4
CCC1(C)Cc2c(C#N)c(N)n(-c3ccccc3)c(=S)c2CO1 (centres undefined)	6	10	1	6	-16	-4	-14	-0.7	1	-19
COc1ccccc1-n1c(SCC(=O)Nc2cccc3ccccc23)nc(O)cc1=O	-9	2	-1	-25	21	-12	-10	-1.0	nt	-15
CN1CCC(CO)(Cc2ccccc2)CC1	2	4	2	nt	-5	3	-15	0.9	2	3
COc1ccccc1CC(=O)NC1CCCCCC1	1	-3	-1	-6	-4	-1	-7	1.0	3	10
COC(=O)NCC(c1cccnc1)N1CCN(c2ccccc2OC)CC1 (centres undefined)	3	1	4	5	-8	-2	-20	-1.4	nt	-8
O=C(Cc1ccc(Br)cc1)N1CCN(c2ccccc2)CC1	0	21	-1	-8	4	-8	-11	0.3	-1	nt
COc1cc2cc(CCCOC(=O)c3ccc4c(c3)OCO4)oc(=O)c2cc1OC	1	nt	6	10	9	-18	-9	1.6	-3	1
CCc1ccc(N(CC(=O)N2CCN(Cc3ccccc3)CC2)S(C)(=O)=O)cc1	0	0	-1	1	0	-6	-6	1.8	-2	nt
CN(Cc1ccccc1)c1nc(N)c([N+](=O)[O-])c(Nc2cccc(F)c2)n1	-1	-1	-2	23	-1	-18	-5	0.0	nt	nt
Cc1nnsc1-c1c(C(=O)O)c(C)nn1-c1ccc(OC(F)(F)F)cc1	-1	-2	-1	3	8	2	-7	0.7	-1	-5
CCc1ccc(NC(=O)CN(C)S(=O)(=O)c2ccc3[nH]c(=O)oc3c2)cc1	-1	-6	-2	-9	4	1	-8	-6.7	7	1
CCCCC(CC)C(=O)Nc1cc(C(=O)NCCC)ccc1N1CCC2(CC1)CC(c1ccccc1)=NO2 (centres undefined)	-1	nt	1	25	4	-3	-10	0.6	-4	-10
CC(=O)c1c(C)[nH]c(C(=O)Nc2cccc(S(=O)(=O)N3CCCC3)c2)c1C	-4	-2	-3	74*	14	-9	-10	-0.4	15	4
Cc1cccc2nc(-c3ccco3)c(Nc3ccc4c(c3)OCO4)n12	3	8	1	21	-7	-8	-6	-0.7	0	-13

Structural class, the compounds so far with a Cl atom (seven)
SMILES	HTR5A ag ctr	NSD2 HMT inh	V-ATPase pH	SR-BI HDL uptake	HTR5A inv ag	dFosB act	PvdQ inh	CDK5 inh	Wnt act	MITF act
COc1ccc(NC(=O)Cc2c(C)n(C(=O)c3ccc(Cl)cc3)c3ccc(OC)cc23)cc1	-5	-1	2	52	14	-7	-5	1.7	1	-1
CS(=O)(=O)c1nc(S(=O)(=O)c2ccc(Cl)cc2)c(N2CCC(O)CC2)s1	-1	12	2	8	-28	9	-4	-0.4	-2	-17
CCc1cc(Cl)c(OC)c(C(=O)NC[C@@H]2CCCN2CC)c1O	3&-1	nt	-4&2	-12&-8	-10&-27	-3&1	-12&-1	-0.1&0.5	-6&-1	11&7
CN1CC(=O)N(CC(=O)Nc2ccc(Cl)c(C(F)(F)F)c2)C1=O	2	3	1	-5	-9	3	-22	-5.0	-5	nt
Cc1nc(-c2ccc(Cl)cc2)sc1C(=O)NN	-2	-1	-2	25	-9	-5	-19	1.4	5	nt
O=C(NCCN1CCCC1)c1ccc(CS(=O)(=O)c2c(Cl)cccc2Cl)o1	-4	nt	-3	-1	12	-5	-25	-3.5	0	nt
O=C(CCl)N1CCCC1c1ccc2c(c1)OCCO2 (centres undefined)	-2	3	0	3	5	4	-17	0.1	-1	-88
